CHX counter = counter-screen hit for Shiga toxin inhibitors, cycloheximide; cell reporter, cycloheximide protein synthesis inhibition counterscreen; max response, %; 300,000 compounds, 12% hits; in the data active = max response mostly above about 13%, no sharp cut-off; inactive = mostly below about 14%; also: read at 38.3 µM for the half of the compounds with a filed dose; 0% is about no effect
Pf growth 96h = P. falciparum growth inhibition at 96 hours; P. falciparum luciferase reporter growth, 96 h; Potency, µM (top dose mostly 28.7 µM), inactives show at the top dose activity change, negative = inhibition, actives largely listed as inhibitors; 320,000 compounds, 6.9% hits; AID 504834; also: potency is read from the fitted curve at half-maximal effect; % is scaled to controls: 0 for no effect and ±100 for the full control effect
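Compounds incubated with erythrocytes infected by luciferase-expressing P. falciparum (2% hematocrit, 0.05% parasitemia final) for 96 hours, 37 C in 5% CO2. Growth inhibition scored as decreased luciferase luminescence.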
TbPYK inhibitor = inhibitors of Trypanosoma brucei pyruvate kinase; Q57TT1; AID 624173; Potency, µM (doses to about 76.8 µM), for inactives: top-dose activity, negative = inhibition, usual class: inhibitors; TbPYK enzyme, Kinase-Glo Plus ATP luminescence, 45 min; 410,000 compounds, 0.12% hits; also: potency is read from the fitted curve at half-maximal effect; % is scaled to controls: 0 for no effect and ±100 for the full control effect; nearly all actives have a fitted effect of over 50% in size
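Screened from lowest to highest concentration, compounds were pinned into TbPYK/substrate mixtures, and ADP (130 uM final) was added. Plates sat at room temperature for 45 min prior to Kinase-Glo Plus detection by luminescence.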
Pf growth 48h = inhibits P. falciparum growth in the first generation, 48 h; P. falciparum luciferase growth in erythrocytes, 48 h; Potency, µM (highest dose often 28.7 µM), for inactives: at the highest dose activity change, negative = inhibition, usual class: inhibitors; 310,000 compounds, 5.9% hits; AID 504832; also: potency is read from the fitted curve at half-maximal effect; % is scaled to controls: 0 for no effect and ±100 for the full control effect
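Here the parasites carry a stable luciferase gene and grow inside erythrocytes in Albumax-based RPMI medium with compound for one erythrocytic cycle. Activity is scored as loss of luminescent signal.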
AMA1-RON2 inh = inhibitors of Plasmodium falciparum AMA1-RON2 interaction; 360,000 compounds, 0.2% hits; AlphaScreen AMA1-biotinylated RON2 peptide binding; AID 720542; Potency, µM (doses to about 58.2 µM), without a hit: top-dose activity change, negative = inhibition, hits mostly inhibitors;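 also: potency is read from the fitted curve at half-maximal effect; 0% = vehicle wells and -100% = peptide control; nearly all actives have a fitted effect of over 45% in size; some results filed as inactive show a strong effect at the top dose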
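AMA1 (3D7) with his tag at 25 nM final met compounds first, then biotinylated RON2 peptide at 25 nM; detection used donor plus acceptor beads, 10 µg/mL apiece, read by AlphaScreen after 30 min at room temperature.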
LmPK inh = blocks Leishmania mexicana pyruvate kinase activity; Q27686; 290,000 compounds, 0.37% hits; purified LmPK, Kinase-Glo ATP luminescence, 1 h; Potency, µM (titrated, usually from 57.5 µM), for inactives: at the top dose activity change, negative = inhibition, hits mostly inhibitors; AID 1721; also: potency is read from the fitted curve at half-maximal effect; % is scaled to controls: 0 for no effect and ±100 for the full control effect
Target sequence (Q27686 whole entry, looked up): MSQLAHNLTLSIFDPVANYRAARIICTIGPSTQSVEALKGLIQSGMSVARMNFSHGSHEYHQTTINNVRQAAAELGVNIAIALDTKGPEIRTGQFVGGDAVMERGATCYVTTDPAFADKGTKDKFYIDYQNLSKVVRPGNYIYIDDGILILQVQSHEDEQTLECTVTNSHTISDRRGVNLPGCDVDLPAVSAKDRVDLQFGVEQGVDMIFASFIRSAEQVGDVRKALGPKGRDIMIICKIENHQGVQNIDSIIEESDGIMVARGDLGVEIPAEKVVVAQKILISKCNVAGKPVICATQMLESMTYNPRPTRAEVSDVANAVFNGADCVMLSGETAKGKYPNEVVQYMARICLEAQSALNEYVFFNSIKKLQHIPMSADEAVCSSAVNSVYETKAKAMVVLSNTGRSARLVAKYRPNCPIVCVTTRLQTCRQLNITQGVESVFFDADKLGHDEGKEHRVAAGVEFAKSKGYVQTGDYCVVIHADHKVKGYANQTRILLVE
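Kinase-Glo luminescence read after 1 h RT reaction of 0.1 nM LmPK with 0.5 mM PEP and 0.1 mM ADP. Activity scaled between uninhibited and enzyme-free controls.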
Shiga toxin inh = blocks Shiga toxin action in Vero cells | AID 2315 | Vero cells, Shiga toxin protein synthesis inhibition reporter | 290,000 compounds, 9.2% hits | inhibition, % at 38.7 µM; in the data active = inhibition mostly above about 28%, no sharp cut-off; inactive = mostly below about 43%; also: 0% is about no effect
An asterisk follows results filed as active; i = inactive; ? = inconclusive; . = not tested or not shown; & = joins results of further samples; [ ] = another dose, or the depositor's remark. Unless noted, calls follow the shape of the dose curve; as a rule, active = well fitted curve in the direction sought with a large enough effect; inconclusive = small, poorly fitted or top-dose-only effect, or another doubt; inactive = no such curve, though single readings can be large; an effect the other way counts as inactive or inconclusive.

SMILES	CHX counter	Pf growth 96h	TbPYK inhibitor	Pf growth 48h	AMA1-RON2 inh	LmPK inh	Shiga toxin inh
CCOc1ccccc1N(C)C(=O)c1ccc2c(=O)n3c(nc2c1)CCCCC3	-4	1.5µM*	-5%	?	14%	1%	-3
CC(=O)Nc1ccc(S(=O)(=O)N2CCN(CCC#N)CC2)cc1	-3	49%[activator]	-4%	-1%	3%	-3%	-2
CN(CCc1ccccc1)Cc1c[nH]c2ccccc12	1	?	-6%	?	3%	-12%	-13
Cc1cccc(CCNC(=O)CCS(=O)(=O)c2cc3c(cc2C)NC(=O)CO3)c1	-2	?	5%&5%	7%	19%	-7%	-2
CC(=O)Nc1ccc(NC(=O)C(C)OC(=O)c2ccc3c(c2)OCCO3)cc1 (configuration not stated)	-2	?	3%	-42%	-5%	0%	-3
COc1cc(C(c2nnnn2C(C)(C)C)N2CCN(C)CC2)cc(OC)c1OC (configuration not stated)	3	6%	0%	-7%	-5%	3%	14
O=C(Nc1cccc(O)c1)c1ccc2c(c1)C(=O)N(Cc1ccco1)C2=O	-1	9.3µM*	3%	-6%	-6%	6%	-5
CCOc1ccc(-c2noc(-c3ccncc3)n2)cc1OCC	-1	13%	1%	11%	-28%	1%	19
Nn1c(SCC(=O)NCCC2=CCCCC2)nnc1C1CCCCC1	-3	.	-11%	1%	4%	-4%	-7
CC(C)n1c(=O)c(C=Nc2ccc(Br)cc2)c(O)n(Cc2ccco2)c1=O	-3	10µM*	-3%	13µM*	-10%	-4%	-2
Cc1cc(C(=O)N/N=C/c2cc([N+](=O)[O-])ccc2O)c2ccccc2n1	-3	?	2%	9.3µM*	?	-4%	-2
COc1cc(/C=N/NC(=O)c2cccs2)ccc1O	52*	35%[activator]	10%	76%[activator]	8%	-3%	97*
Cn1nc(C(=O)OCC(=O)Nc2ccc(S(N)(=O)=O)cc2)c2ccccc2c1=O	1	-3%	-12%	47%	7%	-22%	-3
Cc1ccc(O)c(N=Nc2ccc(S(=O)(=O)N3CCCC3)cc2)c1	27*	?	-13%	?	-5%	1%	42*
O=C(CN1CCN(Cc2ccccc2)CC1)Nc1nnc(C(F)(F)F)s1	8	?	1%	-14%	47%[activator]	0%	.
Cc1c(Cl)c(C(=O)NC2CCCC2)nn1C	5	-24%	0%	-26%	-1%	-1%	3
O=C(NCc1ccccn1)c1ccc(NS(=O)(=O)c2ccccc2)cc1	-3	101%[activator]	1%	5%	13%	4%	-2
O=c1cn[nH]c2ccccc12	2	27%	1%	5%	-6%	1%	-13
O=C(CSC1CCCCC1)N1CCN(c2ccccc2)CC1	17	-9%	-4%	13%	-17%	7%	27
CCOc1ccc(N(CC(=O)NCCSCc2ccco2)S(=O)(=O)c2ccc(C)cc2)cc1	12	8.3µM*	-6%	?	-2%	-7%	12
COc1cccc(/C=C2\CCc3ccccc3C2=O)c1	44*	i	?	80%[activator]	4%	16µM*	60*
O=C(NC1CCCC1)c1ccc(S(=O)(=O)N2CCCC2)cc1	-1	167%[activator]	4%	0%	2%	-19%	-7
CC(C)C(=O)N1CCN(c2ccc(NC(=O)c3cccs3)cc2)CC1	-3	104%[activator]	-3%	?	18%	5%	-5
Cc1cccc(-n2ncc3c(N4CCCC4)ncnc32)c1	32*	.	3%	i	-4%	-12%	86*
CCCN(CCC)S(=O)(=O)c1ccc(C(=O)Nc2cccnc2)cc1	1	?	0%	?	7%	3%	-5
C=CCn1c(SCC(N)=O)nc2sc3c(c2c1=O)CCC3	1	-12%	-3%	0%	7%	8%	-11
O=C(c1nc2ccc(Cl)cn2c1CN1CCCC(CO)C1)N1CCc2ccccc2C1 (configuration not stated)	3	?	-6%	?	6%	-5%	8
CCn1c(SCc2ccc(C(=O)O)cc2)nnc1-c1ccc(Cl)cc1	-2	-3%	-3%	12%	-8%	-2%	-4
CC(C)(C)c1ccc(C(=O)Nc2cccc([N+](=O)[O-])c2)cc1	86*	?	3%	-57%	-2%	2%	96*
C/C=C\C(=O)Nc1cccc(C2=NOC3(C2)C[C@H](C(N)=O)N(C(=O)[C@H]2CCC(=O)N2)C3)c1 (some centres not stated)	-7	66%[activator]	-2%	54%[activator]	-15%	6%	-14
CCN(c1ccc(OC)cc1)S(=O)(=O)c1csc(C(N)=O)c1	-1	?	0%	-20%[0.00184 µM]	-15%	0%	-8
Cc1sc2nc(SCC(=O)N3CCCCC3)[nH]c(=O)c2c1C	-1	0%	-2%	-30%	-1%	0%	5
CC(C)OC(=O)CSc1nnc(-c2ccccn2)n1N	-2	15%	0%	5%	9%	-2%	25
C=CCn1c(O)c(N=NC(=O)CNC(=O)c2cccs2)c2ccccc21	-5	-9%	-5%	23%	-2%	0%	-2
Cc1csc(NC(=O)C2CCN(S(=O)(=O)c3ccc4c(c3)oc(=O)n4C)CC2)n1	-7	3.3µM*	0%	.	0%	1%	-19
O=C(Oc1c(-c2ccccc2)c(=O)n2c3c(cccc13)CC2)c1cccc([N+](=O)[O-])c1	-5	50%[activator]	3%	47%[activator]	7%	-3%	-4
CCc1nc2oc3ccccc3c(=O)c2c(=O)n1-c1ccc(C)cc1	41*	428%[activator]	-4%	161%[activator]	-27%	4%	64*
CCc1ccc(-c2nn(-c3ccccc3C)cc2C(=O)N2CCN(C3CCS(=O)(=O)C3)CC2)cc1 (configuration not stated)	.	-29%	5%	-28%	-1%[11.6 µM]	.	.
COc1ccc(-c2cc(C(F)(F)F)n3nc(C(=O)N4CCCC4)cc3n2)cc1	4	.	-15%	.	11%	7%	-18
Clc1ccc(CSc2nnc(-c3ccncc3)o2)c(Cl)c1	-4	71%[activator]	.	?	-8%	9%	-3

Compound profiles, as listed above:
Entry for COc1cc(C(c2nnnn2C(C)(C)C)N2CCN(C)CC2)cc(OC)c1OC (configuration not stated) → CHX counter = 3; Pf growth 96h = 6%; TbPYK inhibitor = 0%; Pf growth 48h = -7%; AMA1-RON2 inh = -5%; LmPK inh = 3%; Shiga toxin inh = 14
Entry for CCOc1ccc(N(CC(=O)NCCSCc2ccco2)S(=O)(=O)c2ccc(C)cc2)cc1 → CHX counter = 12; Pf growth 96h = 8.3µM*; TbPYK inhibitor = -6%; Pf growth 48h = ?; AMA1-RON2 inh = -2%; LmPK inh = -7%; Shiga toxin inh = 12

Continued:
SMILES	CHX counter	Pf growth 96h	TbPYK inhibitor	Pf growth 48h	AMA1-RON2 inh	LmPK inh	Shiga toxin inh
COc1ccc(CNC(=O)C2CCN(S(=O)(=O)c3ccc4nc5c(c(C(=O)O)c4c3)CC(C)CC5)CC2)cc1 (configuration not stated)	-2	?	3%&-4%	15%	6%	2%	12
O=C(O)c1ccc(CSc2n[nH]c(-c3ccco3)n2)cc1	-1	7%	-15%	7%	-16%	5%	15
Cc1ccc(N=Cc2nc(/C=C/c3cccc([N+](=O)[O-])c3)oc2O)cc1	21	223%[activator]	-14%	41%	1%	0%	-28
COc1cc2c(cc1OC)-c1cc(N3CCCCCC3)nc(=O)n1CC2	-3	?	-2%	?	1%	-5%	2
Cc1cc(NS(=O)(=O)c2ccc(NC(=O)Nc3ccccc3)cc2)no1	-1	?	-8%	-11%	-9%	3%	-2
CCCc1cc(NCc2ccccn2)n2c(nc3ccccc32)c1C#N	6	9%	-2%	1.9µM*	23%	0%	-14
O=C(NC12CC3CC(CC(C3)C1)C2)c1cc2nc(-c3ccco3)cc(C(F)(F)F)n2n1	-5	-2%	1%	.	3%	12%	-9
CCN(CC)CCN(Cc1cc2cc3c(cc2[nH]c1=O)OCO3)C(=S)NCCCN(C)C	-1	0%	-1%	?	19%	-3%	-2
CC(=O)c1ccc(NC(=O)COc2ccccc2C(=O)Nc2ccc(C)cn2)cc1	7	79%[activator]	9%	5%	25%	1%	8
Cc1ccc(C2=NN(C(=O)CCCC(=O)O)C(c3ccc4c(c3)OCO4)C2)cc1 (configuration not stated)	7	?	-12%	-9%	-3%	6%	.
Cc1cc(=O)[nH]c2c1c(C)nn2C1CCOC(C)(C)C1 (configuration not stated)	16	-6%	2%	-8%	14%	-3%	-11
CCOC(=O)C1CCN(C(=O)CNC(=O)Cn2c(C)cc3ccccc3c2=O)CC1	-5	3.3µM*	2%	3%	-2%	5%	-3
CCC1CCCCN1C(=O)c1nn2cccnc2c1Cl (configuration not stated)	-1	-10%	-4%	24%	-2%	2%	-9
Nc1cccc(-n2cccc2)c1	-3	23%	2%	34%[activator]	-5%	-3%	3
COc1ccc(C2C(C#N)=C(N)Oc3n[nH]c(C)c32)cc1Cn1nc(C)c([N+](=O)[O-])c1C (configuration not stated)	-1	?	-11%	-14%	-1%	3%	-2
O=C(NNS(=O)(=O)c1ccc(Cl)cc1)c1cc(-c2ccccc2)nc2ccccc12	-3	12%	2%	-2%	53%[activator]	1%	10
CS(=O)(=O)N1CCC(C(=O)Nc2cc(Cl)ccc2Cl)CC1	-1	-24%	-5%	-82%	4%	-7%	22
COc1cccc(Nc2ncnc3ccccc23)c1	31*	.	1%	217%[activator]	-5%	?	99*
O=C(c1cc(-c2ccc3c(c2)OCO3)on1)N1CCN(c2ccccc2)CC1	56*	?	-13%	249%[activator]	-14%	0%	62*
O=C1[C@@H]2[C@@H]3C[C@@H]([C@H]4ON=C(c5ccc(Cl)cc5)[C@@H]34)[C@@H]2C(=O)N1C1CCCCC1	7	10µM*	-14%	25%	-5%	0%	-6
Cc1cnc2ncc3sccc3c2c1	-1	?	-3%	?	3%	-1%	16
Cc1nn(-c2ccccc2)c2sc(C(=O)OCc3nnc(-c4ccccc4)o3)cc12	17	-21%	-3%	23%	78%[activator]	3%	57
Cc1cccc(N2CC(C(=O)Nc3ccc4c(c3)OCO4)CC2=O)c1C (configuration not stated)	-3	?	4%	-7%	-10%	3%	-10
Cc1cccc(C)c1NC(=O)C(c1ccccc1)N1CC(=O)Nc2ccccc21 (configuration not stated)	-6	?	0%	?	-6%	0%	-14
COc1cc(C2=NOC(C(=O)Nc3ccc(C)cc3)C2)cc(OC)c1OC (configuration not stated)	-1	57%[activator]	-5%	-11%	-2%	3%	-24
C=C(C)Cn1c(SCC(=O)O)nnc1-c1ccccc1	-3	.	9%	11%	-1%	2%	-25
CCS(=O)(=O)NCc1cn2ccsc2n1	-4	?	4%	1%	0%	-3%	-11
C/C(=N/NC(=O)c1cccs1)c1ccc(N2CCOCC2)cc1	51*	17%	4%	59%[activator]	4%	-6%	70*
Cc1cc(C)c2[nH]c(=O)c(CN(CC3CCCO3)C(=S)Nc3ccccc3)cc2c1 (configuration not stated)	-1	-5%	-11%	-9%	-2%	2%	-7
CC(C)COc1ccc(C(=O)Nc2ccc(SC(F)F)cc2)cc1	24*	-20%	-6%	104%[activator]	-1%	1%	39
Cc1ccc(OCCOC(=O)Nc2ccccc2)cc1	12	1%	-5%	1%	-15%[2.32 µM]	1%	24
OCC[C@@H]1C[C@@H](O)[C@H](O)[C@]2(CCCc3ccccc3O2)O1	-2	14%	-3%	4%	-4%	-4%	11
Cc1cc(C)n2nc(N)c(N=Nc3cccc(Cl)c3)c2n1	8	26%	3%	3%	-1%	-6%	16

Outcome played no part in choosing rows. Share with any hit: about 21%.
